Source: PubChem
LAP4-GFP MLPCN: modulators of TOR pathway LAP4-GFP in S. cerevisiae | S. cerevisiae LAP4-GFP multiplex, flow cytometry GFP, 3 h; median GFP as percent of DMSO wells | GFP response vs DMSO, % at 10 µM | actives 0.34% (n = 320,000);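 active = GFP response vs DMSO above a set limit, about the screen mean plus 3 SD, cut at about 150% in these data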
AHR activator: human AHR activation | P35869 | AHR-responsive luciferase reporter cells, luminescence | activation, % at 5 µM | actives 2.5% (n = 320,000); in the data active = activation above about 47%;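 note: 0% = vehicle wells and 100% = reference agonist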
Target sequence (P35869 whole entry, looked up): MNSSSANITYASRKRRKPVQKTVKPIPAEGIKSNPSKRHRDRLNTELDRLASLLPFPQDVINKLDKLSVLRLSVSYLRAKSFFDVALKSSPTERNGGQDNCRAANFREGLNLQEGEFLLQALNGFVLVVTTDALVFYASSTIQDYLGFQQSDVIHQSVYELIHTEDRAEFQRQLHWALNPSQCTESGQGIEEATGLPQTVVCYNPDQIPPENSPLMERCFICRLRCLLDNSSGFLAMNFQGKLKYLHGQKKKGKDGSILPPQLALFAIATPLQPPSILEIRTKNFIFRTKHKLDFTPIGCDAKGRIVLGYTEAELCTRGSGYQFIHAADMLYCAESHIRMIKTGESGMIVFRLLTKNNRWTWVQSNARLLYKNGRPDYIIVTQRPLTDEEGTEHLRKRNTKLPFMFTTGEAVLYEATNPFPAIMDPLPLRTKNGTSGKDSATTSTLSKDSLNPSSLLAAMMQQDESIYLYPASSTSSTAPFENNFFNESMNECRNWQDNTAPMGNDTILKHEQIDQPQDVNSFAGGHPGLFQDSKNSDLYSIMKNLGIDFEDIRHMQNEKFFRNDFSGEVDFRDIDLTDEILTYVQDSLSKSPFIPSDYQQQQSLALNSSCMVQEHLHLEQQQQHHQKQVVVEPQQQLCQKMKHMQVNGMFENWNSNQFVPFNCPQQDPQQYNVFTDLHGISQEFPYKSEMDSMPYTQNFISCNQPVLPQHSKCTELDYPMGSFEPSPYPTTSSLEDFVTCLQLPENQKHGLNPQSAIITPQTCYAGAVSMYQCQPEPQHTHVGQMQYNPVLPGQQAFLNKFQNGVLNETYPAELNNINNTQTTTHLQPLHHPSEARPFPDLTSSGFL
CR mimetic SO: caloric restriction mimetics inhibiting age-related superoxide in yeast; actives 0.18% (n = 330,000); superoxide response (% of plate mean), % at 10 µM; AID 2690; S. cerevisiae aged cells, superoxide DHE fluorescence; stronger effect = lower value;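 active = superoxide response under a set limit, about three screen SD below normal, cut at about 65% in these data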;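 note: yeast aged for seven days with compound at 30 °C before DHE staining; 100% = average MFI of all compound-treated wells on the plate with controls excluded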
MEP2-GFP yeast: modulators of TOR pathway MEP2-GFP in S. cerevisiae | S. cerevisiae MEP2-GFP strain, flow cytometry GFP, 3 h; 100% = DMSO control level | GFP response vs DMSO, % at 10 µM | actives 0.51% (n = 330,000) | AID 2016;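 active = GFP response versus DMSO above a set limit, roughly screen mean plus 3 SD, cut at about 180% in these data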;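 note: median GFP fluorescence of the barcode-gated MEP2-GFP cells per well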
procasp3 activ: activators of human procaspase-3. recombinant procaspase-3 D3A, Ac-DEVD-pNA absorbance 405 nm. activation, % at 8.5 µM. actives 0.11% (n = 330,000). AID 463141;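 active = activation above the mean of all tested compounds plus 3 SD, cut at about 21% in these data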;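 note: 0% = DMSO alone and 100% = DMSO wells spiked with extra 5 µM PC-3 D3A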
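Assay system: Autoprocessing-dead procaspase-3 D3A mutant enzyme; also added: Ac-DEVD-pNA; doses: one concentration, 8.5 µM nominal, 0.8% DMSO; times: 1 h compound preincubation, 2 h substrate hydrolysis at 25 °C; technique: 405 nm absorbance of p-nitroaniline, reads at 0 and 120 min; measure: % activation between DMSO and enzyme-spiked controls; repeats: single replicate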
proCasp7 act: activates human procaspase-7, counter-screen for procaspase-3 activators; recombinant procaspase-7, Ac-DEVD-pNA absorbance 405 nm; D23A/D198A/D206A triple mutant, cannot self-cleave; scale: DMSO 0, 5 µM enzyme 100; P55210; actives 0.093% (n = 330,000); activation, % at 8.5 µM;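 active = percent activation above the screen-wide mean plus 3 SD, cut at about 25% in these data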
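Test system: Procaspase-7 triple mutant (PC-7 D3A). Also added: Ac-DEVD-pNA substrate, 400 µM as added. Schedule: 1 h enzyme–compound preincubation and 2 h substrate reaction, both 25 °C. Signal: p-Nitroaniline absorbance at 405 nm, read at 0 and 120 min. Control set: low DMSO alone, high DMSO plus 5 µM PC-7.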
JMJD2C inh: inhibitors of human GASC-1 (JMJD2C) demethylase. actives 0.069% (n = 330,000). GST-JMJD2C(1-420) H3K9me3 demethylation, DELFIA europium. inhibition, % at 2.35 µM. AID 2099. Q9H3R0;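 active = more than half of a compound's replicate wells show inhibition beyond 50%, single wells judged on their own value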;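 note: signal counts dimethyl H3K9 product captured on neutravidin plate; 0% = median of DMSO wells and 100% = 0.3 times that DMSO median; strong numbers were not always called active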
RPL19A TOR yeast: yeast TOR pathway RPL19A-GFP modulation. S. cerevisiae RPL19A-GFP strain, flow cytometry, 3 h; stronger effect = lower value. AID 2025. percent response vs DMSO, % at 10 µM. actives 0.3% (n = 330,000);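 active = percent response vs DMSO below 50%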;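 note: median channel GFP fluorescence of the barcoded RPL19A-GFP strain; ratio of sample median GFP to plate DMSO average so 100% = DMSO; lower means less RPL19A-GFP as with rapamycin TOR inhibition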
* marks the source's active call; other numbers are inactive results. Random draw from the library; overall some 3.8% were active at least once.

[1] O=C(COc1ccc(Cl)cc1)NCc1nnc(SCC(=O)NCCc2ccccc2)o1
[2] Cn1c(=O)c2c(ncn2CC(=O)OCC(=O)Nc2cc(Cl)ccc2C#N)n(C)c1=O
[3] COc1cccc(N(CC(=O)NC2CCCCC2)C(=O)c2snc(C(N)=O)c2N)c1
[4] Cc1ccc(S(=O)(=O)C2(C(=O)NCc3ccccc3Cl)CC2)cc1
[5] O=C(Nc1cccc(-c2nc3ncccc3o2)c1)c1cc2ccccc2o1
[6] O=C(Nc1nccs1)c1ccc(-c2ccc(Cl)cc2)o1

assay / entry	1	2	3	4	5	6
LAP4-GFP MLPCN	94	97	94	129	113	103
AHR activator	4	29	5	1	8	84*
CR mimetic SO	111	89	89	95	104	103
MEP2-GFP yeast	90	99	109	93	92	95
procasp3 activ	-6	-4	1	4	-7	3
proCasp7 act	-2	11	-2	8	10	3
JMJD2C inh	-2	6	-3	4	1	9
RPL19A TOR yeast	97	96	99	92	90	96

Copied from the list:
Value of compound 6 in AHR activator: 84*
Value of compound 3 in RPL19A TOR yeast: 99
Value of compound 5 in JMJD2C inh: 1
Value of compound 4 in AHR activator: 1
Value of compound 2 in LAP4-GFP MLPCN: 97
Value of compound 1 in procasp3 activ: -6

Further compounds follow.
[7] COc1ccc(-c2csc(NC(=O)CN3C(=O)NC4(CCCC4)C3=O)n2)cc1OC
[8] N#CCCCCn1ccc(NC(=O)c2ccc(Cl)cc2O)n1
[9] S=c1[nH]nc(-c2ccc(Br)cc2)n1Cc1ccccc1
[10] CSc1ccccc1C(=O)N1CCCC(CCC(=O)NCc2ccc(F)c(F)c2)C1 (stereo not given)
[11] Cc1ccc2nc(-c3ccccc3)cc(C(=O)NCC3CCCO3)c2c1 (stereo not given)
[12] CCOC(=O)c1cc2c(=O)n3ccccc3nc2n(CC(C)C)c1=NC(=O)c1c(-c2c(F)cccc2Cl)noc1C

assay / entry	7	8	9	10	11	12
LAP4-GFP MLPCN	97	90	99	89	99	113
AHR activator	-5	6	7	-6	4	11
CR mimetic SO	100	111	112	121	91	106
MEP2-GFP yeast	98	90	103	92	97	137
procasp3 activ	-2	-4	-14	7	-1	-3
proCasp7 act	-6	-3	-20	5	4	-2
JMJD2C inh	-49	-4	1	3	6	9
RPL19A TOR yeast	96	94	96	98	99	106

Molecules from the list above that have a furan ring, fused or not (2):
[5] O=C(Nc1cccc(-c2nc3ncccc3o2)c1)c1cc2ccccc2o1
[6] O=C(Nc1nccs1)c1ccc(-c2ccc(Cl)cc2)o1

assay / entry	5	6
LAP4-GFP MLPCN	113	103
AHR activator	8	84*
CR mimetic SO	104	103
MEP2-GFP yeast	92	95
procasp3 activ	-7	3
proCasp7 act	10	3
JMJD2C inh	1	9
RPL19A TOR yeast	90	96

The list continues:
[13] COc1cc(/C=N/Nc2nn3cnnc3c3ccccc23)cc(OC)c1OC
[14] CC(=O)Nc1ccc(NC(=O)CSc2nnc(COc3ccccc3C)n2CC2CCCO2)cc1 (stereo not given)
[15] O=C(Cn1nnc(-c2ccc(Cl)cc2)n1)NC1CCS(=O)(=O)C1 (stereo not given)
[16] CN(C(=O)CCn1c(=S)oc2ccccc21)c1ccc(F)cc1
[17] Cc1ccc(S(=O)(=O)N(CC(=O)Nc2cccc(C(F)(F)F)c2)C(=O)N2CCN(C)CC2)cc1
[18] Cc1ccc(C(=O)Nc2ncc([N+](=O)[O-])s2)cc1

assay / entry	13	14	15	16	17	18
LAP4-GFP MLPCN	98	105	99	100	108	96
AHR activator	38	1	1	2	-1	-14
CR mimetic SO	108	93	83	91	80	100
MEP2-GFP yeast	90	104	98	109	104	103
procasp3 activ	-7	6	5	6	1	8
proCasp7 act	0	1	-2	6	-1	-18
JMJD2C inh	-3	-3	-2	-1	4	-20
RPL19A TOR yeast	101	97	98	104	106	103

[19] COc1cc2c(cc1OC)CN(C(=O)CSc1nc(C)cc(C)c1C#N)CC2
[20] COc1ccc(-c2cc(C(=O)N3CCN(c4ccccc4O)CC3)c3ccccc3n2)cc1
[21] COc1ccc(C2/C=C\CN(C(=O)C3CCCC3)[C@H](Cc3ccccc3)C(=O)N2Cc2ccc(F)cc2)cc1 (stereo not given in full)
[22] CCOc1ccc(NC(=O)COc2ccc(C(=O)NCc3cccc(OC)c3)cc2OC)cc1
[23] O=S(=O)(c1ccc(Cl)s1)N1CCNCC1
[24] Cn1c(=NC(=O)CCS(=O)(=O)c2ccccc2)sc2cc(F)ccc21

assay / entry	19	20	21	22	23	24
LAP4-GFP MLPCN	99	101	115	97	100	112
AHR activator	-3	8	0	3	0	0
CR mimetic SO	91	119	100	81	100	100
MEP2-GFP yeast	103	98	93	94	99	96
procasp3 activ	0	0	-1	4	8	6
proCasp7 act	11	-7	-6	6	-3	7
JMJD2C inh	12	1	0	13	1	-1
RPL19A TOR yeast	96	97	100	100	99	96

Next section; the last 2 above are carried over.
[23] O=S(=O)(c1ccc(Cl)s1)N1CCNCC1
[24] Cn1c(=NC(=O)CCS(=O)(=O)c2ccccc2)sc2cc(F)ccc21
[25] Cn1nc(C(=O)N2CCCc3ccccc32)c2ccccc2c1=O
[26] N#C/C(=C\c1ccc(-c2ccc([N+](=O)[O-])cc2Br)o1)C(=O)N1CCN(c2ccccc2)CC1
[27] O=C(CN1CCN(C/C=C/c2ccccc2)CC1)NC(=O)NC1CCCCC1
[28] CN(Cc1cccc(Cl)c1)C(=O)C1CSC2(C)CCC(=O)N12 (stereo not given)
[29] CCCCCOCC1CC(C/C(C)=N/NC(N)=O)(C(=O)OCC)C(=O)O1 (stereo not given)
[30] Cc1ccc(N(C(=O)C2COc3ccccc3O2)C(C(=O)NC2CCCCC2)c2cn(C)nc2C)cc1 (stereo not given)

assay / entry	23	24	25	26	27	28	29	30
LAP4-GFP MLPCN	100	112	100	101	113	94	100	105
AHR activator	0	0	1	0	1	0	-2	18
CR mimetic SO	100	100	75	96	114	112	98	101
MEP2-GFP yeast	99	96	112	109	110	120	94	102
procasp3 activ	8	6	10	-10	4	-5	-3	6
proCasp7 act	-3	7	-6	-3	-9	5	6	5
JMJD2C inh	1	-1	-1	-8	47	-2	-4	5
RPL19A TOR yeast	99	96	107	107	117	96	97	103

[31] COC(=O)C(C)Sc1nc2c(cnn2-c2ccccc2)c(=O)[nH]1 (stereo not given)
[32] O=C(NCC1CCCCC1)C1CCC(=O)N(CCc2cccc(F)c2)C1 (stereo not given)
[33] Cc1[nH]c2ccccc2c1C(=O)C(C)OC(=O)C1CCC1 (stereo not given)
[34] COC/C=C/C1=CC2=CC(=O)C(C)(OC(=O)c3cnc4ccccc4n3)C(=O)C2=CN1c1ccccc1 (stereo not given)
[35] O=c1c2ccccc2nc(-c2ccco2)n1/N=C/c1ccco1
[36] CNC(=O)c1c(NC(=O)c2ccc(N3C(=O)CCC3=O)cc2)sc2c1CCC(C)C2 (stereo not given)

assay / entry	31	32	33	34	35	36
LAP4-GFP MLPCN	123	91	189*	100	105	105
AHR activator	7	0	4	15	62*	2
CR mimetic SO	86	108	115	81	104	96
MEP2-GFP yeast	95	115	103	97	109	99
procasp3 activ	-7	1	-20	-3	0	-5
proCasp7 act	-6	7	-23	-10	0	2
JMJD2C inh	14	5	0	10	14	-4
RPL19A TOR yeast	98	96	68	105	102	99

Three entries out of the list above, ordered by the value under LAP4-GFP MLPCN, descending:
no.	compound	LAP4-GFP MLPCN	AHR activator	MEP2-GFP yeast	procasp3 activ	JMJD2C inh	RPL19A TOR yeast
35	O=c1c2ccccc2nc(-c2ccco2)n1/N=C/c1ccco1	105	62*	109	0	14	102
34	COC/C=C/C1=CC2=CC(=O)C(C)(OC(=O)c3cnc4ccccc4n3)C(=O)C2=CN1c1ccccc1 (stereo not given)	100	15	97	-3	10	105
32	O=C(NCC1CCCCC1)C1CCC(=O)N(CCc2cccc(F)c2)C1 (stereo not given)	91	0	115	1	5	96

Additional entries follow:
[37] CO/N=C/C(NC(=O)c1ccc(C(F)(F)F)cc1)C(=O)OC (stereo not given)
[38] CCC(C)/C(C)=N/NC(=O)c1ccccc1OCCOc1ccccc1 (stereo not given)
[39] Cc1cc2ccccc2n1CCNC(=O)C(C)(C)C
[40] COCCCNC(=O)c1ccc(-n2nc(C(F)(F)F)cc2-c2cccs2)cc1
[41] COCCn1c(SCC#N)nnc1-c1ccc2c(c1)OCO2
[42] COc1ccc(NS(=O)(=O)c2cc(NC(=O)c3cnc(C)cn3)ccc2N2CCCC2)cc1

assay / entry	37	38	39	40	41	42
LAP4-GFP MLPCN	110	97	98	109	104	83
AHR activator	2	79*	1	-8	0	3
CR mimetic SO	105	112	109	107	102	100
MEP2-GFP yeast	102	98	99	107	93	99
procasp3 activ	-5	-1	10	-2	3	-18
proCasp7 act	13	-16	9	9	5	-2
JMJD2C inh	4	-6	-39	-14	0	10
RPL19A TOR yeast	99	102	99	102	106	98

[43] Brc1ccc(CSc2nnc(-c3cccnc3)o2)cc1
[44] COc1ccc(/C=C\C(=O)NCC(=O)N/N=C/c2ccc(O)cc2O)cc1
[45] O=C(CSc1nnc(CNC(=O)c2cccs2)o1)Nc1cccc(Cl)c1
[46] Cc1c(Cl)c([N+](=O)[O-])nn1CCCC(=O)Nc1c(Cl)cccc1Cl
[47] CC(C)(C)NC(=O)NC(=O)COC(=O)CNS(=O)(=O)c1ccc(Br)cc1Cl
[48] CC1(C)Oc2ccc(C(=O)NC3CCCCC3)cc2N(CC#N)C1=O
[49] COc1ccccc1-c1cc(C(=O)N2CCc3ccccc3C2)c2ccccc2n1
[50] Cc1sc2ncnc(N3CCN(CCOc4ccc(Cl)cc4)CC3)c2c1C
[51] O=C(NNC(=O)C12CC3CC(CC(C3)C1)C2)c1cccc([N+](=O)[O-])c1

assay / entry	43	44	45	46	47	48	49	50	51
LAP4-GFP MLPCN	95	106	90	97	95	105	89	97	96
AHR activator	0	1	10	-1	-1	4	18	-10	-1
CR mimetic SO	109	99	102	93	91	96	93	99	90
MEP2-GFP yeast	96	104	99	102	107	100	94	103	103
procasp3 activ	-5	-2	2	1	0	1	8	2	11
proCasp7 act	11	9	-13	4	-6	2	-2	-1	7
JMJD2C inh	-2	3	2	-7	-4	-2	-11	13	-1
RPL19A TOR yeast	105	102	96	102	98	96	86	101	100
